LDHA inh – LDHA (human) enzyme inhibition. purified LDHA, NADH/diaphorase-resazurin fluorescence; stronger effect = lower value. activity change, % (values are at about 110 or 230 µM). P00338. AID 1347041. 480,000 compounds, 0.15% hits; in the data active = activity change below about -30%; inconclusive = mostly about -25% to -30%;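 also: plate controls were DMSO wells for no effect and wells without enzyme for full effect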
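LDH5 2 nM; NADH 0.06 mM, pyruvate 0.2 mM; 200 mM Tris pH 7.4, EDTA, Tween-20; 5 min RT. Detection: diaphorase 0.133 mg/mL + resazurin 37 µM, fluorescence ex540/em590 at 0 and 20 min; normalized to enzyme-free and DMSO wells.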
ALOX12 inh – ALOX12 (human) lipoxygenase inhibition | purified 12hLO, xylenol orange hydroperoxide absorbance | Potency, µM (doses to about 108 µM), for inactives: at the top dose activity change, negative = inhibition, usual class: inhibitors | 580,000 compounds, 1.1% hits | P18054 | AID 1671190; active = well fitted inhibition curve with a large enough effect; inconclusive = small, poorly fitted or top-dose-only effect, or another doubt; inactive = no such curve, though single readings can be large or run the other way; also: potency is read from the fitted curve at half-maximal effect
Target sequence (P18054 whole entry, looked up): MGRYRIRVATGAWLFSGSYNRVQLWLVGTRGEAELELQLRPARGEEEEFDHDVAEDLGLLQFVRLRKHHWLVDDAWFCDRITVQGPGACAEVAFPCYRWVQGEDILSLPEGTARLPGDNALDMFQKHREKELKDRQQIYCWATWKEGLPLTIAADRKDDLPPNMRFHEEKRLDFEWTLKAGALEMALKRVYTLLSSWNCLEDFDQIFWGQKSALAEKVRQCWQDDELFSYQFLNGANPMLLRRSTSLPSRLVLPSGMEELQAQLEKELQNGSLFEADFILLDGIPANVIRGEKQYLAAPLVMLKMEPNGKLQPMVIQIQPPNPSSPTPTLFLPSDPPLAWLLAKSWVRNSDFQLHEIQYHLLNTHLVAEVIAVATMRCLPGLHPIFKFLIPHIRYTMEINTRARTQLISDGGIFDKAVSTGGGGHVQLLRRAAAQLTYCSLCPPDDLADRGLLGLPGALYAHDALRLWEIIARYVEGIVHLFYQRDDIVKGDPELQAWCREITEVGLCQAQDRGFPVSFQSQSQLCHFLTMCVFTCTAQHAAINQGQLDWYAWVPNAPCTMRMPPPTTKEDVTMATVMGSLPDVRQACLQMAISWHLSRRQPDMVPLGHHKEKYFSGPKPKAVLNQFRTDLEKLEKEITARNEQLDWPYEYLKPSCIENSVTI
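Purified human 12hLO at 150 nM in 25 mM Hepes, 0.01% Triton X-100, pH 7.0, preincubated 15 min at room temperature with compound. Reaction started with 40 uM arachidonic acid, 30 min at room temperature. Hydroperoxide measured by Fe-xylenol orange, 573/405 nm absorbance ratio.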
* marks the source's active call; other numbers are inactive results; u = inconclusive; [ ] = remark or other dose. Unless noted, % is scaled to controls: 0 for no effect and ±100 for the full control effect. Some of the compounds tested; rates above refer to the full screens.

item | structure | LDHA inh | ALOX12 inh
1 | CC(=O)Nc1cccc(-c2ccnc3c2CC(C(=O)Nc2cccnc2)O3)c1 (stereo unspecified) | 2.2 | -6.4%
2 | Cc1cc(C)cc(NC(=S)NNC(=O)c2csc(C)c2)c1 | -1.5 | -54.3%
3 | CCCCOc1ccc2c(-c3ccccc3)cc(=O)oc2c1 | -11.0 | u
4 | CCOc1cc(C=O)cc(Cl)c1OC(C)C(=O)OC (stereo unspecified) | 11.6 | 29.2%
5 | COc1cccc(/C=C/C(=O)c2ccc(C(=O)O)s2)c1OC | -4.0 | -43.8%
6 | COC(=O)C1=CNC=C(C(=O)OC)C1c1ccc(Cl)c(Cl)c1 | 27.7 | u
7 | Cc1ccc(S(=O)(=O)N2c3cccc4cccc(c34)S2(=O)=O)cc1 | 11.1 | u
8 | N#Cc1ccc(/C=N/Nc2ccc3ccccc3c2)cc1 | 5.6 | u
9 | O=C(Nc1ccc2nsnc2c1)c1cc(=O)c2ccccc2o1 | 14.5 | -4.9%
10 | CCc1nc2ccc(C(=O)NC3CCN(Cc4ccccc4)CC3)cn2c1N(CC)CCOC | -2.7 | 13.8%
11 | CCS(=O)(=O)N1CCN(c2ccc(N3CCCCC3)nn2)CC1 | 1.4 | u
12 | c1ccc2c(-c3cccc4nccn34)cncc2c1 | -6.2 | -2.1%
13 | Cc1cc(C)cc(NC(=O)c2csc3c2CCCCC3)c1 | -24.7 | u
14 | O=C1CCCC2=C1C(c1ccco1)c1c(ncn3nc(-c4ccco4)nc13)O2 (stereo unspecified) | -0.4 | 6.4%
15 | O=C(CNC(=O)OCc1ccccc1)NCC(=O)NC(Cc1c[nH]c2ccccc12)C(=O)O (stereo unspecified) | -3.6 | -9.4%
16 | O=C(CSc1nnc(C2CC2)n1C1CC1)Nc1ccc(Cl)c(S(=O)(=O)N2CCCCC2)c1 | -4.1 | -13.9%

Another view of some results above.
9	O=C(Nc1ccc2nsnc2c1)c1cc(=O)c2ccccc2o1
10	CCc1nc2ccc(C(=O)NC3CCN(Cc4ccccc4)CC3)cn2c1N(CC)CCOC

Assay by compound | 9 | 10
LDHA inh | 14.5 | -2.7
ALOX12 inh | -4.9% | 13.8%

Next compounds.
item | structure | LDHA inh | ALOX12 inh
17 | CCCSc1nn(CCN(C)C)c2nc3sc4c(c3c(=O)n12)CCCC4 | -2.9 | -4.8%
18 | CCCn1c(N)c(C(=O)CSc2cc(C)c3ccccc3n2)c(=O)[nH]c1=O | 17.8 | 13.9%
19 | CC(Sc1ccc2ccccc2n1)C(=O)Nc1ccc(C(F)(F)F)cc1 (stereo unspecified) | -0.2 | -0.8%
20 | O=[N+]([O-])c1cccc(CON=C2CCC3(CC2)OCCO3)c1 | 7.4 | u
21 | CCc1ccc(C(CNC(=O)c2nccnc2N)N(C)C)cc1 (stereo unspecified) | -16.2 | 13.5%
22 | Cc1cccc(C)c1-n1nnnc1C1c2ccccc2C(=O)N1CCCn1ccnc1 (stereo unspecified) | 1.6 | 29.7%
23 | Fc1ccccc1NC(=S)NCCc1c[nH]c2ccccc12 | 3.6 | u
24 | Cc1cc(C(=O)CSc2nnc(COc3ccc(Cl)cc3)n2C)c(C)n1CC1CCCO1 (stereo unspecified) | 4.6 | -5.2%
25 | Cc1cn2c(=O)c(S(=O)(=O)Nc3ccc(Br)cc3)c(C)nc2s1 | 7.4 | u
26 | Cc1cccc(C)c1N1C(=O)c2ccccc2NC(=O)C1C(=O)NCC(C)C (stereo unspecified) | 3.1 | 0.7%
27 | Cc1ccc(C(=O)/C=C/c2ccc(-c3cccc(Cl)c3Cl)o2)cc1 | 10.8 | 14.1µM*
28 | O=C(NC1(c2ccc(F)cc2)CCC1)c1ccccn1 | 4.1 | 3.6%
29 | Cc1ccc(C(=O)NC(C)c2ccc(C(F)(F)F)cc2)cn1 (stereo unspecified) | -6.3 | 32.2%[activator]
30 | O=C(CSc1nnc(-c2ccc(Cl)cc2)n1CC1CCCO1)Nc1ccc2c(c1)OCCO2 (stereo unspecified) | -0.3 | -21.9%
31 | O=C(COC(=O)c1ccc2ccccc2n1)Nc1ccccc1OC(F)F | 6.7 | -28.8%
32 | C/C(=N\NC(=O)C1CC1)c1ccccn1 | 1.4 | 9.1%
33 | CCc1ccc(C2C(C(=O)c3ccc(C)cc3)=C(C(=O)OC)Nc3nnnn32)cc1 (stereo unspecified) | -0.4 | -10.8%
34 | CCOC(=O)C1CCCN(C(=O)c2cccnc2Oc2ccccc2)CC1 (stereo unspecified) | -3.0 | -1.0%
35 | COc1ccc(-c2cc(C(F)(F)F)nc(N3CCN(Cc4ccccc4)CC3)n2)cc1 | -3.0 | -28.0%
36 | CCc1nc2ccc(C(=O)NCCC(C)C)cn2c1N(CC)CCOC | -2.9 | 1.6%
37 | O=C(NCc1ccccc1)c1cccc(NC(=S)Nc2ccc(Br)cc2Cl)c1 | -2.4 | u
38 | OC[C@@H]1CN(Cc2ccccc2)C[C@H](n2ccc3c(N4CCCC4)ncnc32)O1 | 2.4 | -6.7%
39 | COc1cc(-c2c(NC(=O)CC(C)C)oc3c(C)cccc3c2=O)cc(OC)c1OC | 0.3 | -31.3%
40 | Nn1c(SCC(=O)NCc2ccc(Cl)cc2)nnc1-c1cccs1 | -3.7 | u
41 | COCCCNc1nc2c(c(=O)n(C)c(=O)n2C)n1Cc1ccc(Cl)c(Cl)c1 | 3.6 | -10.0%
42 | CC(C)NC(=O)c1ccccc1I | -8.4 | 16.4%
43 | COc1ccc(-c2oc3c(c2C(=O)OCCO)C(OCCO)CCC3)cc1 (stereo unspecified) | -3.8 | -23.0%
44 | O=C(c1ccncc1)N1CCN(Cc2c[nH]c3ccccc23)CC1 | 1.3 | u
45 | O=C(COC(=O)c1ccccc1C(=O)c1ccc(-c2ccccc2)cc1)c1ccccc1 | 1.0 | -4.1%
46 | CC(Oc1ccccc1)c1nn2c(=O)c3ccccc3nc2s1 (stereo unspecified) | 5.1 | u
47 | O=C(NCC(c1ccccc1)N1CCOCC1)c1cc(-c2cccs2)on1 (stereo unspecified) | -31.6* | -5.9%
48 | COc1ccc(Cl)cc1NC(=O)C(C)OC(=O)c1ccsc1 (stereo unspecified) | 1.7 | 4.5%
49 | COc1ccc(-c2nc(NC(=O)c3cccc(OC)c3)sc2C)cc1 | -1.8 | u
50 | CC1=C(C(=O)OC(C)(C)C)C(c2ccc(C(C)C)cc2)NC(=S)N1 (stereo unspecified) | 2.8 | u
51 | COc1ccc(S(=O)(=O)N2CCn3cccc3C2c2ccccc2)cc1 (stereo unspecified) | 0.6 | u
52 | CC(=O)Nc1ncc2c(n1)CC(c1ccc(Cl)cc1)CC2=O (stereo unspecified) | 5.0 | -58.2%
53 | O=[N+]([O-])c1ccc(N/N=C/c2ccc(/C=N/Nc3ccc([N+](=O)[O-])cc3)cc2)cc1 | -8.3 | u
54 | CCOC(=O)c1c(NC(=O)Cn2nnc(-c3ccccc3)n2)sc(C)c1C | -5.1 | u
55 | Cc1ccc(C(=O)NN=C(C(C)C)C(C)C)cc1C | -5.0 | 28.6%
56 | CC(C)c1ccc(C(=O)NCCCNC(=O)c2cc3ccccc3[nH]2)cc1 | 1.2 | -6.6%
57 | COc1ccc(-c2nc(NC(=O)c3nn(C(C)C)c(=O)c4ccccc34)sc2C)cc1 | 6.6 | 0.6%
58 | CCOC(=O)c1c(NC(=O)CN2CCc3ccccc32)sc(C(C)=O)c1C | 8.0 | -32.5%
59 | OC[C@@H]1CN(CCc2ccccc2)C[C@H](n2cnc3c(N4CCOCC4)ncnc32)O1 | 0.9 | -11.7%
60 | c1ccc(-c2ccc(-c3csc(-c4ccccn4)n3)cc2)cc1 | 6.8 | u
61 | O=C(NCC1CC2c3ccccc3C1c1ccccc12)c1cnccn1 (stereo unspecified) | 14.2 | -26.0%
62 | CN1CCN(C(C(=O)N(C)CCC(F)(F)F)c2ccccc2)CC1 (stereo unspecified) | -0.8 | -9.1%
63 | CC(NS(=O)(=O)c1ccccc1F)C(=O)Nc1ccc(F)c(Cl)c1 (stereo unspecified) | 13.0 | -6.3%
64 | CN(Cc1ccccc1)S(=O)(=O)c1ccc(NC(=O)CN2CCN(c3ccccc3O)CC2)cc1 | 8.6 | -3.3%

Records listed so far shown as hits in ALOX12 inh.
no.	molecule	ALOX12 inh
27	Cc1ccc(C(=O)/C=C/c2ccc(-c3cccc(Cl)c3Cl)o2)cc1	14.1µM*

Other compounds follow.
item | structure | LDHA inh | ALOX12 inh
65 | COc1ccccc1N1C(=O)CCC1(C)C(=O)NC1CCCC1 (stereo unspecified) | -4.0 | u
66 | Cc1ccc2c(Cn3cc(S(=O)(=O)N(C)C)ccc3=O)cc(=O)oc2c1 | -2.9 | -6.4%
67 | CC(C)(C)c1ccc(S(=O)(=O)NC(=O)C2(C)CCN2C(=O)Cc2cccs2)cc1 (stereo unspecified) | -3.4 | -19.0%
68 | CCCN(Cc1cccs1)C(=O)Nc1cc(Cl)ccc1OC | 18.2 | -0.6%
69 | CCOc1ccc(-c2nc(CNC(=O)Nc3cccc(OC)c3)c(C)o2)cc1 | 6.6 | u
70 | CC(C)(C)C(=O)COC(=O)c1ccccc1SC1CCS(=O)(=O)C1 (stereo unspecified) | -0.5 | 15.7%
71 | CC(C)C(=O)Nc1ccc2[nH]cc(C(C(=O)O)N3CCN(Cc4ccccc4)CC3)c2c1 (stereo unspecified) | 3.9 | 5.6%
72 | c1cnc2c(-c3ccc4nccn4c3)cccc2c1 | 2.9 | u
73 | Cn1cc(C(C(=O)O)N2CCCC2)c2cc(C(=O)O)ccc21 (stereo unspecified) | 5.5 | -9.3%
74 | CCSc1ccccc1C(=O)NC12CC3CC(CC(C3)C1)C2 | 0.1 | 9.5%
75 | O=C(COC(=O)c1ccc2ccccc2n1)c1ccc2ccccc2c1 | 0.2 | u
76 | c1cc(CNCCN2CCCC2)cs1 | 0.3 | -1.8%
77 | Cc1ccc2nsnc2c1NC(=O)c1cc(Br)ccc1Cl | u | -27.4%
78 | COc1ccc(C(C(=O)Nc2ccc(F)cc2)N2CCN(c3ccncc3)CC2)cc1 (stereo unspecified) | -5.2 | -9.9%
79 | N#C/C(=C/c1ccc(Br)cc1)Sc1ccc(Br)cc1 | 15.3 | -12.5%
80 | CCc1ccc2oc(=O)cc(CN3CCN(c4ccccn4)CC3)c2c1 | -1.1 | -14.2%

Full records, quoted from the list. Values in the order: LDHA inh	ALOX12 inh
Cc1ccc2nsnc2c1NC(=O)c1cc(Br)ccc1Cl across the screens: u	-27.4%
c1cc(CNCCN2CCCC2)cs1 across the screens: 0.3	-1.8%
N#C/C(=C/c1ccc(Br)cc1)Sc1ccc(Br)cc1 across the screens: 15.3	-12.5%

More records follow:
item | structure | LDHA inh | ALOX12 inh
81 | CCCc1cc(=O)oc2cc(OCC(=O)Nc3ccc(C(=O)N(C)C)cc3)ccc12 | 4.5 | 1.2%
82 | Cc1nn(CCC(=O)Nc2cccc(Cl)c2)c(=O)c(C#N)c1C | 2.1 | -7.2%
83 | Clc1cccc(CN2CCN(Cc3nnsc3Cl)CC2)c1 | -9.4 | 22.4%
84 | CCOC(=O)C(C)N1C(=O)S/C(=C/c2ccc(Cl)s2)C1=O (stereo unspecified) | 14.5 | u
85 | Cc1cc(-c2csc(NC3CC3)n2)c(C)n1-c1c(C)n(C)n(-c2ccccc2)c1=O | 19.0 | -23.6%
86 | COc1cc(-c2c(CCO)sc3ccccc23)cc(OC)c1OC | 1.0 | 1.1%
87 | CCCOC(=O)c1c(-c2ccc(OC)cc2)csc1NC(=O)c1ccoc1C | -1.8 | u
88 | CCc1cc2c(SCC(=O)Nc3ccc(C(C)=O)cc3)ncnc2s1 | 4.4 | u
89 | CCCCCc1c(-c2ccc(F)cc2F)ncn1CCc1ccccc1OC | 1.6 | -43.3%
90 | Cc1ccccc1NC(=O)CSc1nccn2nc(-c3cccc4ccccc34)cc12 | -6.2 | 4.1%
91 | CCNc1ccc(S(=O)(=O)N(CC)CC)cc1NC(=O)Cc1ccccc1F | 6.5 | u
92 | Cc1ccc(S(=O)(=O)Oc2ccc3c(c2)O/C(=C\c2ccccc2C)C3=O)cc1 | 2.8 | -18.6%
93 | CN(C)c1ccc(C(=O)OCc2ccc(C#N)cc2)cc1 | 2.1 | -1.8%
94 | O=C(CCSc1ccccc1)Nc1nnc(C2CC(=O)N(c3ccc(Cl)cc3)C2)s1 (stereo unspecified) | -4.6 | 3.3%
95 | Cc1ccc(NC(=O)Cc2nc(-c3c[nH]c(C(=O)N4CCCC4)c3)cs2)cc1 | 1.7 | u
96 | CC(C)(C)NC(NC(=O)c1cccc([N+](=O)[O-])c1)C(Cl)(Cl)Cl (stereo unspecified) | 0.3 | -29.0%
97 | NC(=O)c1ccc(NC(=O)Cn2cnc3ccc(Cl)cc3c2=O)cc1 | -0.5 | 46.0%[activator]
98 | OCCNc1nc(Nc2ccc(Cl)c(Cl)c2)nc2nccnc12 | -5.2 | 21.5%
99 | COc1ccc2c(C)c(CCC(=O)N(C)Cc3cccc(OC)c3OC)c(=O)oc2c1 | 0.6 | 8.5%
100 | Cc1cccc(C)c1NC(=O)c1cccc(N(C)C)c1 | -11.5 | u
101 | O=C(Nc1ccccc1N1CCOCC1)C1=NN(C2CCS(=O)(=O)C2)C(=O)CC1 (stereo unspecified) | -3.9 | u
102 | CCCNC(=O)C(C)NC(=O)CSc1ccc(NC(C)=O)cc1 (stereo unspecified) | 2.7 | u

Source: PubChem (National Center for Advancing Translational Sciences (NCATS))
